Screening data: PubChem, National Center for Advancing Translational Sciences (NCATS)
S3 lipid droplet: qHTS Assay for Lipid Storage Modulators in Drosophila S3 Cells | 0.64% of 320,000 active | lipid storage change, negative = inhibition, % at the top dose, mostly 46.1 µM; hits show Potency in µM | AID 2685 | Drosophila S3 cells, BODIPY lipid droplet fluorescence, 18-24 h; cells fed with added oleic acid; active = well fitted inhibition curve with a large enough effect in the signal ratio, with a control signal flat, not every such curve was filed as active; inconclusive = small, poorly fitted or top-dose-only effect, or effect the other way, or a change in a side signal; the % refers to the signal ratio
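Drosophila S3 cells loaded with oleic acid (400 uM, as added) and compounds at several concentrations; lipid droplets imaged by 488-nm laser-scanning cytometry, 500–530 nm intensity and object ratio to cell channel. Percent activity normalized to 20 uM Triacsin C.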
S3 lipid droplet cell count max: further read-out of S3 lipid droplet, marked with its call; cell number change, %; measured here: cell count max response;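 cells counted by Cell Tracker Red CMTPX staining in the red channel; peak over a dose series mostly up to 46.1 µM; percent activity relative to internal control wells on each plate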
Starred values were filed as active, the others as inactive; i = inactive; ? = inconclusive; nt = no result given. % is scaled to controls: 0 for no effect and ±100 for the full control effect; potency is read from the fitted curve at half-maximal effect.

SMILES | S3 lipid droplet | S3 lipid droplet cell count max
CC(=O)Nc1ccc(S(=O)(=O)Nc2cccc(-c3ccc4nncn4n3)c2)cc1 | 0.731µM* | -19.1*
O=C(c1ccco1)N1CCN(c2c([N+](=O)[O-])nn(-c3cccc(Cl)c3)[n+]2[O-])CC1 | -5.5% | 2.3
OC(CNCc1ccccn1)c1ccccc1 (stereo unspecified) | 1.1% | -2.3
Cn1cc(/C=C/C(=O)c2ccccc2)c2ccccc21 | ? | nt
Cc1nc2cc(-c3ccccc3)nn2c(C)c1CCC(=O)N1CCN(c2ccccc2)CC1 | ? | nt
Cc1ccc(CN2CCc3c(OCC(=O)Nc4cc(C)ccc4C)cccc3C2=O)cc1 | ? | nt
CCOCCCNC(=O)C1CCC(CNS(=O)(=O)c2cccc3nsnc23)CC1 (stereo unspecified) | -6.0% | -4.2
COC(=O)CN1C(=O)C(C)(C)Oc2ccc(C(=O)Nc3cccc(OC)c3)cc21 | ? | nt
Cc1cc(C)nc(SCCn2c(N3CCC(C)CC3)nc3c2c(=O)n(C)c(=O)n3C)n1 | 9.0% | 13.2
CN(Cc1ccccc1)C(=O)CN1C(=O)COc2ccc(S(=O)(=O)N3CCCC3)cc21 | i | -3.8
Cc1ccccc1OC(=O)n1c(=S)oc2cc(Cl)ccc21 | i | 21.0
CCCCOc1cccc(OCC(=O)Nc2nc3ccccc3[nH]2)c1 | 2.8% | -17.6
CCCc1cc(=O)n2[nH]c(-c3ccc(Br)cc3)cc2n1 | -3.7% | -21.4
C(=C\c1ccc2ccccc2n1)/c1ccccc1 | 17.7% | -1.0
Cc1noc(/C=C/N(C)C)c1S(=O)(=O)N1CCN(c2ccccc2)CC1 | ? | nt
Cc1ccccc1N=C1NC(=O)/C(=C/c2cccn2C)S1 | ? | nt
COc1cccc(-c2cn(C[C@H]3CC[C@@H]([C@@H]4CC[C@H](Cn5cc(-c6cccc(OC)c6)nn5)O4)O3)nn2)c1 | ? | nt
C=C(C)C(=O)Nc1cccc(C2=NOC3(C2)C[C@H](C(N)=O)N(C(=O)COc2ccc(Cl)cc2)C3)c1 (stereo partly specified) | ? | nt
CCC(=O)N1CCc2cc(S(=O)(=O)NCCC(=O)N3CCN(Cc4ccccc4)CC3)ccc21 | ? | nt
Cc1cccc(Cn2c(C(C)O)nc3ccccc32)c1 (stereo unspecified) | i | nt
Cc1ccc(OCCCC(=O)N(C)CC(=O)Nc2ccccc2Cl)cc1 | ? | nt
Cc1ccc(S(=O)(=O)N2CC(O)CC2C(=O)O)cc1 (stereo unspecified) | -18.9% | -4.5
CCCCn1c(N)c(N(CCC(C)C)C(=O)COC(=O)c2ccc3ccccc3c2)c(=O)[nH]c1=O | ? | nt
CCCN1C2=NCCN2c2cc(C)c(C)cc21 | 5.4% | 14.2
Brc1ccc(OCc2nnc(SCC3CCCCC3)o2)cc1 | ? | nt

Next entries
SMILES | S3 lipid droplet | S3 lipid droplet cell count max
Cc1ccc(NC(=S)NNC(=O)c2c([N+](=O)[O-])c(C)nn2C)cc1 | i | nt
Cc1sccc1/C=N/NC(=O)c1cccc2ccccc12 | ? | nt
Cc1cccc(-n2ncc3c(=O)[nH]c(SCC(=O)N4CC(=O)Nc5ccccc54)nc32)c1 | ? | nt
Cc1nc(NCc2ccco2)c2c3c(sc2n1)CCC3 | -6.6% | -10.6
O=C(Nc1cc(=O)c2ccccc2o1)N1CCOCC1 | ? | nt
COc1ccc(CCC(=O)NNC(=O)Nc2cccc(Cl)c2)cc1 | 0.8% | -3.4
CCCCn1c(=O)[nH]c(=O)c2c1nc(-c1ccc(-c3ccccc3Br)o1)n2CC | -3.6% | -25.6
Cc1ccc(C)c(NC(=O)COC(=O)c2ccc3c(c2)OCO3)c1 | ? | nt
COc1ccc(-n2ncc3c(=O)n(CC(=O)N4c5ccccc5CC4C)cnc32)cc1 (stereo unspecified) | 5.7% | 1.3
Fc1ccc(-c2cc(-c3cccs3)cc(-c3ccccc3)n2)cc1 | 16.7% | -1.3
Cc1cccc(NC(=O)CN(C)S(=O)(=O)c2cccc3cccnc23)c1 | -5.4% | -3.9
O=C(/C=C/c1ccc(Cl)c([N+](=O)[O-])c1)Nc1ccc(NC(=O)c2ccco2)cc1 | ? | nt
O=C(O)/C=C/c1ccc2ccccc2n1 | ? | nt
O=c1cc(CSc2nnc(COc3ccc(Cl)cc3)o2)c2ccccc2[nH]1 | ? | nt
Cc1ccc(NC(=S)N(CCCN2CCOCC2)Cc2cccnc2)cc1C | ? | nt
N#Cc1ccsc1NC(=O)c1cccc([N+](=O)[O-])c1 | -0.8% | 15.2
CCN(C(=O)Cn1nnc(-c2ccccc2)n1)C1CCS(=O)(=O)C1 (stereo unspecified) | -3.9% | 7.9
CCOc1ccc(S(=O)(=O)N2CCCC(C(=O)NCc3cccnc3)C2)cc1C (stereo unspecified) | ? | nt
O=C(CN1C(=O)NC2(CCCCCCC2)C1=O)Nc1ccc(Br)cc1Br | -4.5% | 0.9
O=C(NCC1CCN(Cc2ccccc2F)CC1)C1CCCN(c2ncnc3c2nc2n3CCCCC2)C1 (stereo unspecified) | ? | nt
CC(=O)n1ccnc1 | 0.2% | -8.0
O=C1NC2(CCCCC2)C(=O)N1CCN1C(=O)c2ccccc2C1=O | ? | nt
Cc1oc2cc3oc(=O)c(CCC(=O)N[C@H](C(=O)O)C(C)C)c(C)c3cc2c1C | ? | nt
O=C(Cn1cc(S(=O)(=O)Cc2ccccc2)c2ccccc21)N1CCOCC1 | 10.8% | 6.5
O=C(O)Cc1csc(NC(=O)CSc2cccc(C(=O)O)n2)n1 | ? | nt

New compounds follow:
SMILES | S3 lipid droplet | S3 lipid droplet cell count max
COc1ccc(C(=O)NN2C(=O)C3CCC(C)(C2=O)C3(C)C)cc1 (stereo unspecified) | 0.8% | -10.8
CN(C)C(=O)CSc1nnc(-c2cnccn2)n1C | 7.9% | 16.8
O=C(CCN1C(=O)c2ccc([N+](=O)[O-])cc2C1=O)Nc1ccccc1C(=O)O | ? | nt
Cc1ccc(C)c(S(=O)(=O)NCC(=O)N2CCCC2)c1 | ? | nt
Cc1cccc(NC(=O)CN2CCN(C(=O)c3oc4c(Cl)cccc4c3C)CC2)c1C | ? | nt
CCOC(=O)N1CCN(Cc2nc(N)nc(Nc3ccc(C)cc3)n2)CC1 | i | -1.0
COc1ccc(OC)c(Nc2nc(-c3sc(NC(=O)c4ccccc4)nc3C)cs2)c1 | ? | nt
Cc1cccc(N2CC(O)(c3cccs3)[N+]3=C2CCCC3)c1C (stereo unspecified) | 4.1% | 0.1
O=C(NCc1ccccn1)c1coc(=O)c(Br)c1 | 5.0% | -8.2
COC(=O)Nc1ccc(S(=O)(=O)N2CCCC(C(=O)NC3CCCCC3)C2)cc1 (stereo unspecified) | ? | nt
CCN(CC(=O)Nc1cccc(OC)c1)CC(=O)Nc1ccccc1C | ? | nt
O=C1c2ccccc2C(=O)N1/N=C/c1ccc(O)c(O)c1 | ? | nt
CCN(CC)c1ccc(NC(=O)c2ccc(NC(=O)C3CCCO3)cc2)c(C)c1 (stereo unspecified) | i | nt
Cc1c(C(=O)N/N=C/c2ccc(-c3ccccc3[N+](=O)[O-])o2)sc(N)c1C#N | ? | nt
C=CCNC(=O)CC(=O)N/N=C/c1ccc(C(=O)OC)cc1 | ? | nt
Cc1cccc(-c2sc(Nc3ccccc3)n[n+]2-c2ccccc2)c1 | ? | nt
O=C(Nc1ccccc1N1CCCC1)c1ccc(F)c(S(=O)(=O)N2CCOCC2)c1 | ? | nt
COCCNc1nnc(SCC(=O)NNC(=O)c2ccco2)s1 | 14.3% | -7.4
CCOC(=O)c1c(NC(=O)Nc2ccc(F)cc2)sc2c1CCN(C)C2 | 5.7% | 5.6
CCOC(=O)c1c(C)[nH]c2ccc(O)cc12 | ? | nt
CC(C)NS(=O)(=O)c1ccc(NC(=O)CCc2ccccc2)cc1 | ? | nt
O=C(Nc1ccccc1N1CCOCC1)c1ccc2ccccc2n1 | ? | nt
O=C(c1ccco1)N1CCN(S(=O)(=O)c2cccs2)CC1 | ? | nt
CNC(=O)NC(=O)COc1ccc2oc3c(c2c1)CCCC3 | 0.581µM* | 18.9*
COc1ccc(/C=N/NC(=O)c2ccc(Cl)c(S(N)(=O)=O)c2)cc1OCC(N)=O | 2.2% | 10.8

2 entries from above in another layout:
SMILES,S3 lipid droplet,S3 lipid droplet cell count max
Cc1noc(/C=C/N(C)C)c1S(=O)(=O)N1CCN(c2ccccc2)CC1,?,nt
Cc1ccccc1N=C1NC(=O)/C(=C/c2cccn2C)S1,?,nt

Structures from the list above containing a nitro group on carbon, in the order listed:
SMILES | S3 lipid droplet | S3 lipid droplet cell count max
O=C(c1ccco1)N1CCN(c2c([N+](=O)[O-])nn(-c3cccc(Cl)c3)[n+]2[O-])CC1 | -5.5% | 2.3
Cc1ccc(NC(=S)NNC(=O)c2c([N+](=O)[O-])c(C)nn2C)cc1 | i | nt
O=C(/C=C/c1ccc(Cl)c([N+](=O)[O-])c1)Nc1ccc(NC(=O)c2ccco2)cc1 | ? | nt
N#Cc1ccsc1NC(=O)c1cccc([N+](=O)[O-])c1 | -0.8% | 15.2
O=C(CCN1C(=O)c2ccc([N+](=O)[O-])cc2C1=O)Nc1ccccc1C(=O)O | ? | nt
Cc1c(C(=O)N/N=C/c2ccc(-c3ccccc3[N+](=O)[O-])o2)sc(N)c1C#N | ? | nt

(list continues)
SMILES | S3 lipid droplet | S3 lipid droplet cell count max
Cc1ccc(OCC(=O)Nc2ccc(-c3nnc(-c4ccco4)o3)cc2)cc1 | -13.7% | 15.6
COc1ccccc1CNC(=O)c1cc2ccccc2oc1=O | i | 21.6
Fc1ccc(-c2nnc3ccc(N4CCc5ccccc5C4)nn23)cc1 | ? | nt
CN(CC(=O)Nc1cccc(F)c1)C(=O)CCCn1c(=O)oc2ccccc21 | i | 8.0
CC(C)N(C(=O)CSc1nnc(C2CC2)n1C1CC1)c1ccccc1 | ? | nt
COc1ccc(NC(=O)CSc2n[nH]c(-c3ccccc3)n2)cc1S(N)(=O)=O | ? | nt
COc1ccc(-n2c(SCC(=O)Nc3ccc([N+](=O)[O-])cc3OC)nc3ccccc32)cc1 | 1.2% | -2.7
O=C(NC1CCCCCC1)c1cc(=O)[nH]c2ccc(S(=O)(=O)N3CCOCC3)cc12 | i | 19.4
CC(C)(C)c1ccc(OCC(=O)N(Cc2cccs2)C2CCS(=O)(=O)C2)cc1 (stereo unspecified) | ? | nt
FC(F)(F)c1ccc(CN2C[C@@H]3C(c4ccccc4)C4(c5ccccc5)CC3(C4)[C@H]2c2ccccc2)cc1 (stereo partly specified) | ? | nt
O=C(COC(=O)c1ccccc1C(=O)c1ccccc1)Nc1cccc([N+](=O)[O-])c1 | ? | nt
C=CCN1C(=O)c2ccccc2Sc2ccc(C(=O)NC(C)C)cc21 | i | nt
CCOC(=O)c1cc2c(=O)n3ccccc3nc2n(CCCOC)c1=NC(=O)c1cccnc1 | 1.4% | -17.7
COc1cc2c(cc1OC)CN(C(=O)COc1ccccc1C#N)CC2 | 5.0% | 7.4
C=CCNC(=O)C1CC=CCC1C(=O)O (stereo unspecified) | ? | nt
CON(C)S(=O)(=O)c1cccc(C(=O)Oc2ccc(N(C)S(=O)(=O)c3ccccc3)cc2)c1 | i | nt
Cn1c(/C(C#N)=C(\O)c2ccc(Cl)s2)nc2ccccc21 | i | 5.9
O=C(C1CC(=O)N(C2CCCC2)C1)N1CCC(Cc2ccccc2)CC1 (stereo unspecified) | -18.7% | 8.7
COC(=O)/C=C\C(=O)Nc1cccc([N+](=O)[O-])c1 | ? | nt
CC(C)Oc1ccc(CCC(=O)NNC(=S)NCc2ccccc2)cc1 | ? | nt
CCN(CCn1cccn1)C(=O)CC1C(=O)NCCN1Cc1cccc(OC)c1OC (stereo unspecified) | 16.7% | 27.1
COc1c2occc2c(OC)c2c(=O)cc(C(F)(F)F)oc12 | ? | nt
O=C1CSC(c2ccc(F)cc2)N1c1nnc(C23CC4CC(CC(C4)C2)C3)s1 (stereo unspecified) | i | -19.2
COC(=O)c1ccc(C2C(C(=O)c3ccc(C)o3)=C(O)C(=O)N2c2cc(C)on2)cc1 (stereo unspecified) | ? | nt
CC(C)C(=O)N1CCN(c2ccc(NC(=O)c3ccc([N+](=O)[O-])o3)cc2)CC1 | ? | nt

Next part:
SMILES | S3 lipid droplet | S3 lipid droplet cell count max
CN(C(=O)COC(=O)CN1C(=O)C2CC=CCC2C1=O)c1ccccc1 (stereo unspecified) | ? | nt
CC(C)(C)C(=O)NN=C1CCC(c2ccccc2)CC1 (stereo unspecified) | i | nt
O=C(COc1ccccc1-c1ccccc1)N/N=C/c1ccccn1 | -8.0% | -4.7
CCOC(=O)N1CCN(C(=O)C2CCN(S(=O)(=O)c3ccc(OCC)cc3)CC2)CC1 | ? | nt
CC(C)(C)c1ccc(C(=O)NNC(=S)NCC2CCCO2)cc1 (stereo unspecified) | ? | nt
COc1ccc(N2CCN(C(=O)C3CC(O)CN3S(=O)(=O)c3ccc([N+](=O)[O-])cc3)CC2)cc1 (stereo unspecified) | ? | nt
COc1ccc(/C(O)=C2/C(=O)C(=O)N(c3ncccn3)C2c2ccc(C(C)(C)C)cc2)cc1 (stereo unspecified) | -3.3% | 8.2
COc1ccc(NC(=O)c2nc[nH]c2C(=O)N[C@H](C)c2ccccc2)cc1 | 25.6% | -14.5
O=C(O)C1C2C=CC(C2)C1C(=O)NCc1ccoc1 (stereo unspecified) | ? | nt
CCC(C)c1ccccc1N1CC(C(=O)NCCC2=CCCCC2)CC1=O (stereo unspecified) | ? | nt
Clc1ccc(-c2nnc(CSc3nnc(-c4cccs4)n3Cc3ccccc3)o2)cc1 | ? | nt

These rows are one share of the data; count on the stated rates, not on these rows.
